# Compound activity (PubChem BioAssay)
# MT1-MMP act inh – blockers of MT1-MMP proenzyme processing, primary screen, HT1080 RFP-PRO-GFP cells, GFP/RFP fluorescence; Matrix metalloproteinase-14 (Homo sapiens), P50281; GFP/RFP ratio change, % at 20 µM; hit rate 0.061% among 360,000; GFP/RFP ratio fluorescence, overnight; percent of plate control window, DMSO zero;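 active = GFP/RFP ratio change of at least 30% with cell ATP level not reduced by more than half and red fluorescence within 50% of control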; also: strong numbers were not always called active
#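 Material: RFP-PRO-GFP reporter HT1080 cells. Dosing: single-point 20 µM compound, 1% DMSO. Controls: DMSO and RFP-L50D-GFP cell wells. Timing: cells overnight before dosing, compound overnight, 37 °C, 5% CO2. Measure: GFP/RFP fluorescence ratio.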
# Rpn11 block – Rpn11 (PSMD14) deubiquitinase inhibitors, primary screen, biochemical, fluorescence polarization, uHTS | AID 588493, 2011 | human 26S proteasome, Ub4-pepOG fluorescence polarization; 20S core pre-blocked with epoxomicin | calls only at 20 µM | 26S proteasome non-ATPase regulatory subunit 14 (Homo sapiens), O00487 | hit rate 0.59% among 360,000;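 active = inhibition at 20 µM, scaled to each plate's controls, above about 33%, limit read from the data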
# Target sequence (O00487 whole entry, looked up): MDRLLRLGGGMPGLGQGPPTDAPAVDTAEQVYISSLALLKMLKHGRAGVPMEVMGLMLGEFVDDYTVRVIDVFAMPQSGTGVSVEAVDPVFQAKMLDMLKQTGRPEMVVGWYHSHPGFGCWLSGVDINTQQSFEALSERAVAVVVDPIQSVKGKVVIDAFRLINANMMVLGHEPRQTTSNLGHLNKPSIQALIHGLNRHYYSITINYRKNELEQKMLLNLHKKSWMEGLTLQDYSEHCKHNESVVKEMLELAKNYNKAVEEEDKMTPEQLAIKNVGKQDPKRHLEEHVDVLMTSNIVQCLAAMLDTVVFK
# Neddyl block – inhibitors of cullin neddylation, primary screen, biochemical, TR-FRET, uHTS, NAE and Ubc12; NEDD8-conjugating enzyme Ubc12 (Homo sapiens) + NEDD8-activating enzyme E1 regulatory …; calls only at 25 µM; hit rate 0.58% among 360,000; AID 651699, 2012; in the data active = inhibition above about 36%
# Target sequence (P61081 whole entry, looked up): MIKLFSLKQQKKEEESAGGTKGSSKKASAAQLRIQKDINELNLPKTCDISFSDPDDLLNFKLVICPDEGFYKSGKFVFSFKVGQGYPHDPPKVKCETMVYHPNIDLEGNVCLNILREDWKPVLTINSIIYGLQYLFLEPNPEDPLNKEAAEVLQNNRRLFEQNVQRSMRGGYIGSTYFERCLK
# Target sequence (Q13564 whole entry, looked up): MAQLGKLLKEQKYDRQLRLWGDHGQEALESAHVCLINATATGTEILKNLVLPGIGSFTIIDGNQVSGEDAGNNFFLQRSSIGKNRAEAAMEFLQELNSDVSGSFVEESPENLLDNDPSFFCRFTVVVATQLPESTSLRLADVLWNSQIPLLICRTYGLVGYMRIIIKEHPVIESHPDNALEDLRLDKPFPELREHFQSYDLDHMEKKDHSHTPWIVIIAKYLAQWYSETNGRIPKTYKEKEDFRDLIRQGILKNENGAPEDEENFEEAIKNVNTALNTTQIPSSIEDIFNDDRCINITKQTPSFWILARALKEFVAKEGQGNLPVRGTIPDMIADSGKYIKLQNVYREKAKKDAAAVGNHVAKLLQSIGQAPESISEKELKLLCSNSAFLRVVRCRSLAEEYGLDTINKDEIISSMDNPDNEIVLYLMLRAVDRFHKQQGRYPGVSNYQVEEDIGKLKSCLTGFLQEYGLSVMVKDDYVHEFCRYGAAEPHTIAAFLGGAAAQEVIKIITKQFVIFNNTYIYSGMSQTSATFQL
# Rin1-Abl PPI inh – inhibitors of Rin1-Abl protein binding, primary screen, biochemical, TR-FRET. inhibition, % at 7.35 µM. Tyrosine-protein kinase ABL1 (Homo sapiens) + Ras and Rab interactor 1 (Homo sapiens), …. hit rate 0.4% among 360,000; in the data active = inhibition above about 5%, passing the limit was not always enough
# SKN-1 inh – suppressors of acrylamide-induced Pgst-4::GFP reporter in worms, primary screen, SKN-1 inhibitor project, whole organism, uHTS, GFP/RFP fluorescence ratio, strain VP596; C. elegans VP596 Pgst-4::GFP/RFP ratio, 24 h; hit rate 0.49% among 360,000; inhibition, % at 21.8 µM; AID 624304, 2012;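 active = interference check ratio from 0.5 to 1.5 plus GFP to RFP signal ratio inhibition reaching or exceeding a fixed threshold, cut at about 30% in these data, passing the limit was not always enough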; also: some compounds called inactive have numbers as strong as hits
# CSN deneddyl inh – inhibitors of CSN-mediated cullin deneddylation, primary screen, biochemical, fluorescence polarization, uHTS; COP9 signalosome complex subunit 5 (Homo sapiens), Q92905; Purified CSN, SCF-Nedd8-OG deneddylation; inhibition, % at 12.5 µM; hit rate 0.38% among 360,000;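 active = pattern-corrected inhibition above about 35%, with an unprinted fluorescence ratio check between 0.5 and 1.5, limit read from the data, passing the limit was not always enough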;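 also: 0% = enzyme with substrate and 100% = substrate without enzyme; some results filed as inactive read as strong as hits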
#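 Test system: Human Csn5 produced in HEK293T cells | Compound: 12.5 µM single point | Times: 90 min, room temperature | Signal: Fluorescence polarization readout | Read-out basis: % inhibition of substrate cleavage by Csn5 | Controls: no-enzyme wells high, enzyme-with-substrate wells low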
# NadD block – inhibitors of S. aureus NadD, primary screen, biochemical, colorimetric, uHTS | hit rate 0.78% among 360,000 | inhibition, % at 20 µM | AID 602399, 2012 | Nicotinate-nucleotide adenylyltransferase NadD (Staphylococcus aureus N315) | purified NadD enzyme, colorimetric absorbance read-out; in the data active = inhibition above about 26%; also: some compounds past the cut are filed as inactive
# FAS TE block – FAS thioesterase domain inhibitors, primary screen, biochemical, fluorescence intensity, uHTS. Fatty acid synthase (Homo sapiens), P49327. recombinant FAS-TE, OMFH fluorogenic substrate, fluorescence endpoint. inhibition, % at 15 µM. hit rate 0.67% among 360,000;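 active = compounds whose normalised, plate-corrected inhibition of enzyme fluorescence in the single-dose primary screen is 50% or more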;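 also: 0% = DMSO with enzyme and 100% = substrate without enzyme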
# PABP1 MLLE inh – inhibitors of PABP1 MLLE–PAM2 peptide binding, primary screen, biochemical, fluorescence polarization, FITC-PAM2, GST-MLLE. Polyadenylate-binding protein 1 (Homo sapiens), P11940. inhibition, % at 20 µM. hit rate 0.36% among 360,000. AID 588489, 2011; in the data active = inhibition above about 35%, passing the limit was not always enough;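 also: plate controls were DMSO wells with GST-MLLE for no effect and wells lacking GST-MLLE protein for full effect; some results filed as inactive read as strong as hits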
# * hit, by the source's call; i = inactive; / = not tested or not shown.
structure	PABP1 MLLE inh	MT1-MMP act inh	Rin1-Abl PPI inh	SKN-1 inh	CSN deneddyl inh	FAS TE block	Neddyl block	Rpn11 block	NadD block
O=[N+]([O-])c1cc(S(=O)(=O)N2CCCC2)ccc1NN=C1CCCCC1	1	3	-2	8	-8	-10	i	i	4
COc1ccc(OC)c(C2=Nn3c(nnc3C3CCCCC3)SC2)c1	22	1	2	-4	-1	5	i	i	2
CCCN1CNC(=S)N(c2cccc(C)c2)C1	-85	0	-1	21	-4	-2	i	i	-6
CCCCN(CC)CCCNC(=O)CC1Nc2ccccc2NC1=O (stereo not given)	-19	-7	-1	-13	4	-7	i	i	2
CCc1ccc(S(=O)(=O)n2c(C)nc3ccccc32)cc1	0	1	1	-10	-3	-2	i	i	-6
CCCCc1n[nH]c2c1/C(=N/OCC)CC(C)(C)C2	0	-1	1	-4	-2	9	i	i	-4
CN(C)C(=S)SCC(=O)NC(=O)NC(C)(C)C	3	2	-1	5	-2	-1	i	i	0
CC(Sc1nnc(-c2cccs2)n1N)C(=O)NCC1CCCO1 (stereo not given)	-44	1	-2	14	1	-3	i	i	-2
C=CCn1c(CNC(=O)c2ccco2)nnc1SCC(=O)c1ccccc1	-65	-3	-2	-1	-7	-3	i	i	3
CC(C)NC(=O)COC(=O)c1cncc(Br)c1	13	-3	2	1	-15	-3	i	i	3
COCCNC(=O)c1ccc2c(c1)ncn2-c1ccc(C)c(Cl)c1	-2	-2	0	4	2	-2	i	i	2
CC(C)CN(C(=O)COC(=O)c1ccc2ccccc2c1)c1c(N)n(Cc2ccccc2)c(=O)[nH]c1=O	-9	-1	1	7	6	3	i	i	3
CC(C)(C)SCCNC(=O)COc1ccc(Cl)cc1	6	0	-4	2	2	5	i	i	2
CC1ON=C(c2ccccn2)N(Cc2ccc3c(c2)OCO3)C1=O (stereo not given)	8	2	0	-16	-7	-8	i	i	-3
Cc1cc(NC(=O)NC(C)(C(F)(F)F)C(F)(F)F)no1	-3	-3	4	-6	2	-2	i	i	-5
CCn1nccc1C(=O)NC1=C(C#N)CCC1	-3	-5	-1	11	-1	-8	i	i	-2
COc1cc(CC(=O)O)c(C(C)=O)cc1OC	17	7	-2	0	0	-4	i	i	4
Cc1cc(C)n(-c2nc3ccccc3nc2N2CCN(S(=O)(=O)c3ccc(F)c(C)c3)CC2)n1	4	1	-3	4	3	27	i	i	-4
COc1cc(O)c(C(=O)/C=C/c2ccccc2)c(OC)c1	-3	5	-3	9	12	4	i	i	2
CC(C)CC(CC(C)C)=NNC(=O)c1ccc(CSc2nncn2C)cc1	-13	2	0	-3	-3	-4	i	i	-1
Cc1c(/C=N/n2cnnc2)c2ccccc2n1CCOc1ccc(Cl)cc1	10	5	-1	-16	9	20	i	i	25
COc1cc2c(cc1O)CCN(C(=O)c1ccco1)C2C (stereo not given)	9	-2	3	-4	2	-7	i	i	-5
CCN(CC)S(=O)(=O)c1ccc(-c2nnc(SCc3nnc(-c4ccccc4)o3)o2)cc1	-16	-15	0	12	1	-8	i	i	4
COc1ccc(S(=O)(=O)n2nc(OC(C)=O)cc2N)cc1	9	2	-3	0	0	-8	i	i	-6
Cn1c(SCC(=O)N2CCN(c3ccccc3)CC2)nnc1-c1ccccc1	-16	1	-2	8	2	-1	i	i	0
Cc1ccc2oc(/N=C(\N)NC(=O)C(C)(C)C)nc2c1	0	7	-3	0	4	-2	i	i	-3
Cc1ccc(C)c(NC(=O)c2cc(-c3cc(C)c(C)cc3O)n[nH]2)c1	-6	4	-1	2	2	-1	i	i	-2
O=C(NCCNC1CCCCC1)c1ccco1	8	1	3	13	-2	-2	i	i	4
c1ccc2c(c1)CSc1ccccc1N2	-1	-3	0	33	2	16	i	i	-9
O=C(O)c1cc(Cl)c(Cl)cc1C(=O)N(Cc1ccccc1)Cc1ccccc1	9	-3	0	21	2	15	i	i	10

# Random excerpt: 2 compounds from above.
structure	PABP1 MLLE inh	MT1-MMP act inh	Rin1-Abl PPI inh	SKN-1 inh	CSN deneddyl inh	FAS TE block	Neddyl block	Rpn11 block	NadD block
Cc1ccc(C)c(NC(=O)c2cc(-c3cc(C)c(C)cc3O)n[nH]2)c1	-6	4	-1	2	2	-1	i	i	-2
c1ccc2c(c1)CSc1ccccc1N2	-1	-3	0	33	2	16	i	i	-9

# Later entries:
structure	PABP1 MLLE inh	MT1-MMP act inh	Rin1-Abl PPI inh	SKN-1 inh	CSN deneddyl inh	FAS TE block	Neddyl block	Rpn11 block	NadD block
CCN(C(=O)COC(=O)c1cc([N+](=O)[O-])ccc1N1CCCCC1)C1CCS(=O)(=O)C1 (stereo not given)	-5	2	-3	-14	-4	9	i	i	5
O=C(COC(=O)/C=C/c1ccc([N+](=O)[O-])cc1)NCc1cccs1	5	1	-2	-8	-4	2	i	i	-6
CCCn1cc(CN2CCC(n3nccc3NC(=O)CCOc3ccccc3)CC2)c(C)n1	7	-1	-1	12	2	-4	i	i	-2
O=S(=O)(c1cccc2cccnc12)N(CCO)CCO	-2	-3	1	-4	-3	-1	i	i	0
CCOc1ccc(CCNC(=O)COC(=O)c2cc(OC)c(OC)cc2[N+](=O)[O-])cc1OCC	2	1	-5	-21	1	4	i	i	-3
CCOC(=O)C1=C(C)c2ccccc2OC1(C(=O)OCC)C(C)C (stereo not given)	5	0	-1	-3	-4	20	i	i	-8
C=CCn1nnnc1SCC(=O)Nc1cccc(OC)c1	-5	-2	3	1	0	-9	i	i	-1
CC(=O)c1cccc(NC(=O)C2CCCN(S(=O)(=O)c3cccc4cccnc34)C2)c1 (stereo not given)	-17	-3	-2	-3	-1	0	i	i	-3
Cc1ccc(Cn2c(CCNc3nc(-c4ccc(Cl)c([N+](=O)[O-])c4)cs3)nc3cc(Cl)c(Cl)cc32)cc1	-116	9	3	12	1	37	i	i	48*
COc1ccc(S(=O)(=O)N2CCN(C(=O)c3ccc([N+](=O)[O-])o3)CC2)cc1	3	-1	2	-4	5	4	i	i	-1
Cc1cccn2c(=O)c3cc(C(=O)NCC4CCCO4)c(=N)n(CC4CCCO4)c3nc12 (stereo not given)	6	3	-6	3	-2	-5	i	i	1
O=[N+]([O-])c1cc(S(=O)(=O)C(F)(F)F)ccc1N1CCN(c2ccccc2)CC1	9	6	0	-2	-4	26	i	i	2
CCOc1ccc(NC(=O)[C@@H](NC(=O)c2ccccc2Br)C(C)C)cc1	-8	2	-1	14	0	-2	i	i	1
CC(C)OC(=O)Cn1nc(C(F)(F)F)c2c1CCCC2	-11	5	-3	4	-4	2	i	i	-4
COc1ccccc1N(C)S(=O)(=O)c1ccc(C(=O)N(CC(N)=O)C(C)C)cc1	2	9	1	2	-2	-3	i	i	0
O=C(NC1CC1)c1sc2cc([N+](=O)[O-])ccc2c1Cl	3	0	-4	11	-5	15	i	i	-1
Cc1ccccc1OCC(=O)OCC(=O)NCC1CCCO1 (stereo not given)	9	-1	0	17	8	-4	i	i	-9
CCN=C1S/C(=C\c2cn(CC)c3ccccc23)C(=O)N1CC	-10	-2	-1	11	2	37	i	i	5
CCCN(CCC)CCNC(=S)Nc1ccc2nc3n(c(=O)c2c1)CCCCC3	22	3	4	7	-1	-3	i	i	-7
c1ccc(-c2nc(CSc3n[nH]c(-c4cccs4)n3)cs2)cc1	4	-1	-4	0	-3	-8	i	i	-6
COc1ccccc1C(=O)CC(=O)C(=O)Nc1cccc([N+](=O)[O-])c1C	2	-3	-1	16	2	2	i	i	1
COc1ccc(F)cc1Cn1nc(C(=O)O)c2ccccc2c1=O	-6	-6	-2	-13	-3	2	i	i	-8
Cc1ccc2c(c1)cc(CN(Cc1cccnc1)C(=O)NCc1ccccc1)c1nnnn12	0	3	0	17	11	8	i	i	5
COC(=O)c1c(C)nn(-c2ccccc2)c1-n1cccc1	1	6	-1	8	-3	1	i	i	-5
CCOc1ccc(-c2nc(-c3ccncc3)no2)cc1OCC	10	0	-2	-10	1	-7	i	i	1
O=S(=O)(c1ccc(S(=O)(=O)N2CCN3CCCC3C2)cc1)N1CCCC1 (stereo not given)	-5	15	1	14	-4	-9	i	i	-2
O=C(Nc1ccc2c(c1)OCO2)C(c1ccccc1)N1CCCCC1 (stereo not given)	9	0	1	-12	-3	5	i	i	0
FC(F)(F)c1cc(C(F)(F)F)c2ccc(N3CCN(c4ncccn4)CC3)nc2n1	-3	-1	0	17	0	-5	i	i	-1
CCCN1C(=O)C(O)(C/C(C)=N/O)c2ccccc21 (stereo not given)	-1	-1	3	-5	2	0	i	i	-7
CCC(=O)Nc1cc(C)c(NC(=O)c2ccccc2OC)cn1	1	3	-3	3	1	-1	i	i	2
COC(=O)C[C@H]1C=C[C@@H](NC(=O)Cc2cccnc2)[C@@H](CO)O1	/	3	/	12	-2	/	i	/	/
O=C(NCc1ccco1)C1CCC(CNS(=O)(=O)c2cccc3cccnc23)CC1 (stereo not given)	-15	-8	0	-8	0	-2	i	i	8
CC1OC(c2ccccc2)OC2COC(c3ccccc3)OC12 (stereo not given)	2	-1	0	36*	-8	0	i	i	0
CCCCN(C)CCCNC(=O)C1(O)c2ccccc2NC(=O)N1c1ccc(Cl)cc1 (stereo not given)	-5	1	-4	2	3	-9	i	i	-4
Cc1nc2ccc(S(=O)(=O)c3ccc4nc(C)[nH]c4c3)cc2[nH]1	-1	1	0	15	-5	-2	i	i	2
Cc1nnc(SCC(=O)Nc2cccc(S(N)(=O)=O)c2)n1-c1ccccc1	-8	-2	0	12	5	-2	i	i	-1
CCN(CC)C(=O)C1=C(C)N(Cc2ccc(F)cc2)C(=O)C(CC(=O)NCCCCc2ccccc2)C1 (stereo not given)	3	3	-3	-16	-3	10	i	i	4
Cc1c(F)cccc1NC(=O)c1ccc2c(c1)CCN2S(C)(=O)=O	-6	2	-1	21	0	-2	i	i	5
CCOC(=O)C1CCN(C(=O)c2ccc(C)o2)CC1	2	-4	4	19	-3	-2	i	i	2
CN1CCN(C(=O)/C(=C/c2cccs2)NC(=O)c2cccs2)CC1	9	-1	-4	-7	-6	-8	i	i	11
CCCCOc1ccc(C(=O)NCC(=O)N2CCN(C(=O)c3ccco3)CC2)cc1	-3	0	2	12	-7	-3	i	i	-3

# Rows were taken by chance. About 3.9% of those tested had a hit in this group.
